Screening results deposited in PubChem BioAssay by National Center for Advancing Translational Sciences (NCATS).
Akt phos inh: blocks phosphorylation of Akt; Neuro2A IGF-stimulated pAkt S473 HTRF, 20 min; hits give low values; activity change, % for hits at 50 µM; 360,000 compounds, 0.32% hits; AID 651550; in the data active = activity change below about -80%; inconclusive = mostly about -51% to -80%; also: % is scaled to controls: 0 for no effect and ±100 for the full control effect
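Single-point screen (50 µM final compound) in Neuro2A cells stimulated 20 min with 6 nM IGF at 37 deg C. After lysis, Ser473-phosphorylated Akt read by HTRF (ex 330 nm, em 615/665 nm) as the 665/615 ratio.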
PTHR1 ag: agonists of human PTHR1 parathyroid hormone receptor | Q03431 | HEK293 GP2 PTHR1 cells, GloSensor cAMP luminescence, 1 h | Potency, µM (series often up to 115 µM), inactives show top-dose activation, hits mostly activators | 410,000 compounds, 0.075% hits | AID 743266; also: potency is read from the fitted curve at half-maximal effect; nearly all actives have a fitted effect of over 55% in size; some results filed as inactive show a strong effect at the top dose; inactives centre near -15; many of its hits are not listed in these tables
Target sequence (Q03431 whole entry, looked up): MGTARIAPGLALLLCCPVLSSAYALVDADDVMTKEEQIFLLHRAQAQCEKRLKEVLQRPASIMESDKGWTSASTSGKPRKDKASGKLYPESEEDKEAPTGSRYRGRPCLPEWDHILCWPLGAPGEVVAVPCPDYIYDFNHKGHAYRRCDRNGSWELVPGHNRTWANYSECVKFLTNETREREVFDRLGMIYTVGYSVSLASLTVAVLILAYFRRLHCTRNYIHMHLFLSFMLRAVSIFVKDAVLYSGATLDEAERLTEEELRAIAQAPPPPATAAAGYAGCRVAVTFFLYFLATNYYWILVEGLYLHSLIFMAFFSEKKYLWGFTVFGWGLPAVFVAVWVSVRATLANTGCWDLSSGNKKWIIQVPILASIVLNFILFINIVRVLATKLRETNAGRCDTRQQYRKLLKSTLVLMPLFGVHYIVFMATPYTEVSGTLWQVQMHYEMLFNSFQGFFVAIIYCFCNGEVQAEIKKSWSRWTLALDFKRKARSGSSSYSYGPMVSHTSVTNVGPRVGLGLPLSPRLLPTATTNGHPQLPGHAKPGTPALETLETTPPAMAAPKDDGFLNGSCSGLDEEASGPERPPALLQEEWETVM
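HEK-293-derived GP2 cells expressing PTHR1 and a GloSensor cAMP reporter, 3,000/well, plated overnight, given luciferin plus IBMX (each 0.5 mM as added) for 1 h at 37 °C, then compound for 1 h at 37 °C. Luminescence was read after 15 min at room temperature.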
CCT modulator: cytosolic chaperonin activity modulation; purified chaperonin ATPase assay, HTRF ADP detection, 30 min; activity change, % (no concentration beside the values), hits read low; 360,000 compounds, 0.3% hits; in the data active = activity change below about -30%; also: % is scaled to controls: 0 for no effect and ±100 for the full control effect
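Enzyme 40 or 20 nM (batch-dependent) in Tris pH 7.4/KCl/MgCl2/DTT; cpd 76 uM single point; ATP 10 uM; 30 min 37 °C; Transcreener ADP HTRF detection, 30 min RT; ratio 665/615.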
D3 antag: antagonists of human D3 dopamine receptor; D3R cells, DiscoveRx beta-arrestin luminescence, antagonist mode; hits give low values; max response, negative = inhibition, %; 360,000 compounds, 2.5% hits; AID 652054; in the data active = max response below about -50%; inconclusive = no clear call, values can overlap the other calls; also: % is scaled to controls: 0 for no effect and ±100 for the full control effect; mostly tested at two doses, the higher about 12 µM
Target sequence (P35462 whole entry, looked up): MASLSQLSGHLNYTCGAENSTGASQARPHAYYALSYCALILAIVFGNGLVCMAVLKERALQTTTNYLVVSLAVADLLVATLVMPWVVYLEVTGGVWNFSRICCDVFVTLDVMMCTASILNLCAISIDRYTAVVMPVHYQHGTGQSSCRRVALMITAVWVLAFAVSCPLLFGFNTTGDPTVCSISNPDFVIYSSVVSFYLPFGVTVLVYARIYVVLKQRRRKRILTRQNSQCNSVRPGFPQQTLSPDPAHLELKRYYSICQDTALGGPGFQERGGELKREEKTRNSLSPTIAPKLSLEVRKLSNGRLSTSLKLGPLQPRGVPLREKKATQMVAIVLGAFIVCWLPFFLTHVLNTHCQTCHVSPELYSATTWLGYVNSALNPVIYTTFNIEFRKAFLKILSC
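Cells plated overnight at 1500 cells/well, then exposed to library compounds with dopamine controls for 90 minutes at 37 degrees C. DiscoveRx reagent added for 30–60 minutes at room temperature; luminescence read, quantitative HTS format.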
D3 ag: agonists of human D3 dopamine receptor. P35462. D3R DiscoveRx beta-arrestin cells, luminescence, 90 min. max activation, %. 410,000 compounds, 0.58% hits; in the data active = max activation above about 30%; also: 0% is about no effect; mostly tested at two doses, the higher about 12 µM
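Agonist mode: compounds and dopamine controls were applied to plated cells for 90 min at 37 degrees C after an overnight attachment at 1500 cells/well. Luminescent read-out followed 30 - 60 minutes at room temperature with DiscoveRx detection reagent.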
Mm-Cpn inhibitor: M. maripaludis TRiC chaperonin inhibition | AID 504842 | 330,000 compounds, 0.031% hits | Potency, µM (highest dose often 76.9 µM), for inactives: top-dose activity, negative = inhibition, actives largely listed as inhibitors | purified Mm-Cpn ATPase, ADP Transcreener TR-FRET; also: potency is read from the fitted curve at half-maximal effect; % is scaled to controls: 0 for no effect and ±100 for the full control effect; nearly all actives have a fitted effect of over 80% in size
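ATPase read-out: TR-FRET ADP immunoassay (anti-ADP Eu cryptate vs ADP-d2), ex 320 nm, em 590/665 nm; signal drops as ADP forms. Enzyme 25 nM, ATP 10 uM, 30 min at 37°C after 10 min compound preincubation.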
EPAC2 agonist: agonists of human EPAC2 (RAPGEF4) | EPAC2 activation, biochemical qHTS; response scale: 100% = 6.5 mM cAMP response | AID 720711 | Potency, µM (top dose mostly 154 µM), for inactives: at the top dose activation, actives largely listed as activators | 360,000 compounds, 0.079% hits; also: potency is read from the fitted curve at half-maximal effect; nearly all actives have a fitted effect of over 50% in size
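Each well held 100 nM EPAC2, 250 nM RAP1B-BODIPY-GDP and 50 uM GDP. Fluorescence, read at 5-min intervals to 30 min, was referenced to a 6.5 mM cAMP positive control.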
EPAC2 antag: blocks human EPAC2 exchange factor. Q8WZA2. EPAC2 GEF exchange of Rap1B-BODIPY-GDP, fluorescence. Potency, µM (doses to about 114 µM), without a hit: top-dose activity, negative = inhibition, usual class: inhibitors. 360,000 compounds, 0.18% hits. AID 720708; also: potency is read from the fitted curve at half-maximal effect; % is scaled to controls: 0 for no effect and ±100 for the full control effect; nearly all actives have a fitted effect of over 45% in size; many of its hits are not listed in these tables
The depositor's hits bear a star; i = inactive; ? = inconclusive; nt = not tested or not shown; [ ] = dose if it differs, or a comment. Unless noted, calls follow the shape of the dose curve; as a rule, active = well fitted curve in the direction sought with a large enough effect; inconclusive = small, poorly fitted or top-dose-only effect, or another doubt; inactive = no such curve, though single readings can be large; an effect the other way counts as inactive or inconclusive. An excerpt, so the mix of outcomes need not match the whole.

Values in the order: Akt phos inh	PTHR1 ag	CCT modulator	D3 antag	D3 ag	Mm-Cpn inhibitor	EPAC2 agonist	EPAC2 antag
- COC(C/C=C/C(=O)[C@@H](C)OCc1ccccc1)OC
 : i	-43%[inhibitor]	1.2	0	-2	nt	2%	-11%
- COC(=O)c1c(NC(=O)c2ccco2)sc2c1CCN(C(C)=O)C2
 : i	i	-3.9	7	3	1%	2%	-2%
- CCCCC(=O)Nc1cccc(-c2csc(-c3ccccc3)n2)c1
 : i	-57%[inhibitor]	2.3	31	11	-10%	2%	-18%
- O=C(Nc1ccccc1[N+](=O)[O-])c1cc(S(=O)(=O)Nc2ccccn2)ccc1Cl
 : i	i	-2.1	10	1	1%	-3%	6%
- COc1ccccc1N1C(=O)C=C(Sc2nc(C)cc(C)n2)C1=O
 : i	-6%	-1.0	-25	-4	1%	10%	3%
- CCOc1cc(N2CCOCC2)c(OCC)cc1NC(=O)c1ccc(C)cc1
 : i	-19%	0.4	4	3	-2%	-3%	-3%
- Clc1ccc(-c2nnc(CSc3nnc(-c4cccs4)o3)o2)cc1
 : i	-14%	-1.7	45	6	-9%	3%	15%
- CCCc1c(C)nc(N2CCN(c3ccccc3OC)CC2)[nH]c1=O
 : i	i	-1.1	24	3	1%	-2%	3%
- CCn1ncc(S(=O)(=O)NCc2ccccc2Cl)c1C
 : i	i	-2.9	1	3	0%	11%	3%
- C[C@H]1CN([C@@H](C)CO)C(=O)Cc2cc(NS(=O)(=O)c3ccc(Cl)cc3)ccc2O[C@@H]1CN(C)C(=O)Nc1cccc2ccccc12
 : i	i	0.9	37	-5	1%	-7%	-14%
- Cc1cc(C)c2c(n1)nn1c(-n3ccnc3)cc(C)nc21
 : i	i	2.4	-7	0	-4%	4%	-4%
- CC(C)(C)OC(=O)NCC(=O)NNC(=O)C(C(=O)OCc1ccccc1)c1ccccc1 (configuration not stated)
 : nt	i	nt	nt	nt	0%	-11%	0%
- O=C(/C=C/Nc1ccc(F)cc1)c1ccc(Oc2ncccn2)cc1
 : i	i	-3.0	9	1	-1%	4%	1%
- CCCCn1nnnc1NCc1ccc(C)cc1
 : i	-19%	1.0	1	-1	1%	5%	-13%
- COCc1ccc(C(=O)N2CCCC(N3CCN(c4ccc(F)cc4)CC3)C2)o1 (configuration not stated)
 : i	-16%	-2.7	-25	-11	0%	7%	-5%
- CCOC(=O)CCNC(=O)Nc1ccc2nc(C)n(Cc3ccc(Cl)cc3)c(=O)c2c1
 : i	i	-1.2	-10	-7	-1%	5%	-5%
- CCc1ccc(NC(=O)C2CCN(C(=O)[C@@H]3Cc4ccccc4CN3)CC2)cc1
 : i	-19%	1.5	9	-2	0%	8%	26%
- CCOc1cc(/C=N/NC(=O)C(=O)NCCCOC(C)C)cc(Br)c1O
 : i	i	-1.5	-11	2	-4%	-5%	8%
- C=CCn1c(SCC(=O)N2c3ccccc3Sc3ccccc32)nnc1-c1ccco1
 : i	i	-1.8	12	9	0%	6%	-2%
- O=C(O)c1cc2c(N3CCC(Cc4ccccc4)CC3)ncnc2s1
 : i	-15%	-4.3	-10	-8	-5%	-1%	-10%
- CCN(c1ccccc1)S(=O)(=O)c1cc(C(=O)Nc2ccc(F)c(F)c2)ccc1F
 : i	-49%[inhibitor]	1.7	-12	3	1%	15%	-7%
- N#CC1(C#N)C(c2ccccc2)OC23CCCCCC2C1(C#N)C(=N)O3 (configuration not stated)
 : i	i	0.5	-1	1	1%	15%	-8%
- CCN(CC(=O)NC(C)(C)C)C(=O)c1ccc2c(c1)S(=O)(=O)c1ccccc1C2=O
 : i	i	-0.6	4	3	-2%	9%	3%
- Cc1ccc2nc(NC(=O)C3CC3C)sc2c1 (configuration not stated)
 : i	-28%	2.0	-14	-13	-1%	-2%	4%
- O=C(O)CC1CCC1CC(=O)O (configuration not stated)
 : i	-9%	-0.1	17	8	nt	11%	-4%
- CCCCOc1ccc(C(=O)N=c2sccn2C)cc1OC
 : i	-11%	1.4	8	9	2%	5%	-5%
- Cc1nn(C)c(C(=O)NNC(=S)Nc2ccc(Cl)cc2)c1[N+](=O)[O-]
 : i	-33%[inhibitor][57.5 µM]	-0.1	-22	2	-1%	0%	0%
- COc1ccc(CC(=O)Nc2sccc2C#N)cc1S(=O)(=O)N1CCOCC1
 : i	-1%	-0.5	-29	4	1%	-1%	16%
- CCN(CC)S(=O)(=O)c1cccc(-c2nnc(SCc3ncc(-c4ccccc4)o3)n2C)c1
 : i	-1%	-4.0	7	-5	-2%	1%	3%
- NS(=O)(=O)c1ccc(CCNS(=O)(=O)c2cccc3cccnc23)cc1
 : i	i	-0.6	-2	3	2%	6%	-1%
- O=C(CN1CCCCC1)NC(=O)Nc1ccccc1F
 : i	-61%[inhibitor]	-12	-7	-19	0%	8%	8%
- Cc1c(C2C(C#N)=C(N)OC3=C2C(=O)CCC3)cnn1C (configuration not stated)
 : i	0%	0.6	14	10	0%	-8%	1%
- Cc1ccc2cc3cc(C(=O)NCCCN4CCCCCC4)oc3nc2c1
 : i	-22%	2.0	-75*	-11	-6%	1%	13%
- C=CCn1c(SCC(=O)N2CCc3ccccc3C2)nc2sc(C)c(C)c2c1=O
 : i	-23%	0.1	7	-6	?	11%	3%
- CCC(c1nnnn1C(C)(C)CC)N(CCCO)Cc1cc2cccc(C)c2[nH]c1=O (configuration not stated)
 : i	-18%[57.5 µM]	-5.1	-17	-15	-1%	4%	-2%
- c1ccc(C2(Cn3ccc4ccccc43)OCCO2)cc1
 : i	-12%	-1.4	27	71*	-2%	19%	3%
- COc1ccc2[nH]cc(CCNS(=O)(=O)c3ccc(C)cc3)c2c1
 : i	-49%[inhibitor]	-1.9	-14	1	0%	9%	0%
- COc1cccc(C(=O)NCCS(=O)(=O)N(C)C2CCCCC2)c1
 : i	i	-0.6	7	1	0%	-3%	6%
- Cc1ccc(C(=O)Nc2ncccc2C)o1
 : i	-11%	1.0	5	0	nt	3%	-3%
- Cc1[nH]nc2c1C(c1ccsc1)C1=C(CC(C)(C)CC1=O)N2 (configuration not stated)
 : i	i	-0.7	-16	-6	2%	6%	-11%
- O=C(c1ccccc1)n1c(=S)nc2ccccn21
 : i	-62%[inhibitor]	0.9	2	0	-2%	4%	9%
- O=C(COC(=O)c1ccco1)c1ccccc1
 : i	-25%	-1.6	-2	-7	2%	10%	3%
- O=C(CSc1ccccn1)Nc1cccc([N+](=O)[O-])c1
 : i	-46%[inhibitor]	-7.8	?	-4	1%	0%	0%
- COc1ccc(NC(=O)CCNS(=O)(=O)c2ccc(NC(C)=O)cc2)cc1Cl
 : i	-3%	-3.1	-8	-7	0%	15%	2%
- COc1cccc2c1O/C(=N\O)C(C(=O)Nc1cccc(Br)c1)C2 (configuration not stated)
 : i	-11%	2.1	-54*	0	2%	18%	-5%
- CCCCN(C)C(=O)c1sc2ncn(CC)c(=O)c2c1C
 : i	i	-2.7	0	6	nt	9%	3%
- Nc1nc(NCCCN2CCOCC2)nc(Nc2ccccc2F)c1[N+](=O)[O-]
 : i	i	-0.4	-9	-6	1%	11%	-11%
- C=CCNC(=O)c1ccc(Cn2cc(C(F)(F)F)ccc2=O)cc1
 : i	i	-1.9	20	4	3%	-3%	-2%
- CCCN(CC1CC1)C(=S)Nc1ccc(Oc2ccccc2)cc1
 : i	-8%	-2.5	-17	2	1%	4%	-8%
- CCOc1ccnc2c1c(=O)n(Cc1cc(OC)cc(OC)c1)c(=O)n2C
 : i	-21%	-1.0	2	1	-2%	4%	2%

Remaining list, next part.
Values in the order: Akt phos inh	PTHR1 ag	CCT modulator	D3 antag	D3 ag	Mm-Cpn inhibitor	EPAC2 agonist	EPAC2 antag
- COc1ccc(Cc2nnc(NC(=O)c3ccc(OC)c(OC)c3)s2)cc1
 : i	i	-17	0	-15	1%	1%	-13%
- CCOC(=O)c1cc(-c2ccc(OC)cc2)nn1-c1ccccc1C(=O)O
 : i	i	-1.1	-10	1	1%	-2%	-7%
- COc1ccc(-c2cn(CCC(=O)NCc3ccc(C)cc3)c(CCN)n2)cc1
 : i	15%	0.0	-10	-26	0%	13%	8%
- CCc1cc(-c2onc(C)c2-c2cscn2)c(O)cc1OC
 : i	-3%	-0.7	3	8	3%	3%	-16%
- CCS(=O)(=O)CCSc1nc(C)cc(C)c1C#N
 : i	-36%[57.5 µM]	-0.9	-13	9	-1%	1%	0%
- CCOC(=O)CNC1CC(=O)N(c2cccc(Cl)c2)C1=O (configuration not stated)
 : i	-1%[57.5 µM]	0.4	-24	-14	-1%	6%	8%
- Cc1cc(C)n(-c2nc(-c3ccc(Cl)cc3)cs2)n1
 : i	i	-1.7	8	-4	2%	6%	-1%
- O=S(=O)(c1ccccc1)c1nc(-c2ccco2)oc1N1CCCCCC1
 : i	-15%	0.7	14	6	-6%	7%	-4%
- COc1cccc(/C(O)=C2\C(=O)C(=O)N(c3ccccn3)C2c2ccccc2OC)c1 (configuration not stated)
 : i	8%[57.5 µM]	1.6	-51*	-1	-3%	7%	2%
- Cc1nc(C(F)(F)F)ccc1C(=O)N1CCCCC1
 : i	i	-1.5	-3	5	0%	2%	3%
- Cc1ccc2c(c1)nc1c3ccccc3nc(-c3ccccc3N)n21
 : i	i	-0.7	-1	-1	nt	-19%	5%
- Cc1c(C)n(CCc2c[nH]c3ccccc23)ccc1=O
 : i	i	-1.6	1	2	0%	2%	14%
